CF NFkB block = inhibitors of cystic fibrosis induced NF-kB; KKLEB NF-kB-GFP reporter, PAF-induced, GFP fluorescence overnight; inhibition, % at 5 µM; 0.86% of 360,000 active;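 active = at least 50% inhibition at 5 µM, scaled per plate between neutral and stimulator controls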;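 also: PAF is a Pseudomonas aeruginosa culture filtrate used as stimulus; plate controls were PAF-stimulated DMSO wells for no effect and unstimulated DMSO wells for full effect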
aDG glyco act = increases alpha dystroglycan glycosylation. Pro5-aDG cells, alpha-DG glycosylation AlphaScreen (IIH6); 0% Pro5, 100% B10-LARGE cell signal. activation, % at 10 µM. 0.22% of 360,000 active. AID 624168;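 active = activation of at least 8% versus controls, or a plate z-score of at least 8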;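 also: Pro5 are CHO cells carrying HIG-tagged alpha-DG that lacks glycosylation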
MITF TRPM1 inh = reduces MITF-dependent TRPM1 promoter luciferase signal. 0.83% of 330,000 active. SK-MEL-5 TRPM1 promoter luciferase, 24 h. inhibition, % at 12.5 µM;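 active = mean inhibition across replicates of 60% or more, whatever share of single replicates reaches that level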; also: values of inactives mirror those of a sister screen read the other way
Shn3 3UTR inh = Schnurri-3 reporter inhibition in Clone20 osteoblasts; Clone20 osteoblast Shn3 3'UTR firefly luciferase, 24 h; inhibition, % at 12.5 µM; 0.52% of 360,000 active; AID 588674;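 active = mean inhibition of at least 75% with every replicate also reaching 75%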;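 also: 0% = median of neutral control wells and 100% = pilot-screen positive control compound; some compounds past the cut are filed as inactive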
HIF-2a block = HIF-2a inhibition; 786-0 RCC cells HIF-2a reporter, luciferase luminescence, overnight; inhibition, % at 18.8 µM; 0.72% of 360,000 active;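 active = inhibition of the luminescence signal of 40% or more relative to plate controls, in a single-dose primary screen at 18.75 µM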
NR2E3 ag-1 = NR2E3 (human) agonism | GST-NR2E3/biotin-RetCOR TR-FRET, 1536-well | inhibition of corepressor binding, % at 4.78 µM | 0.12% of 320,000 active | AID 2300;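 active = percent inhibition above the cutoff of mean plus 3 SD of all tested compounds, set per screening campaign, cut at about 20% in these data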;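 also: 0% = DMSO wells and 100% = biotin wells as full block of FRET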
Target sequence (Q9Y5X4 whole entry, looked up): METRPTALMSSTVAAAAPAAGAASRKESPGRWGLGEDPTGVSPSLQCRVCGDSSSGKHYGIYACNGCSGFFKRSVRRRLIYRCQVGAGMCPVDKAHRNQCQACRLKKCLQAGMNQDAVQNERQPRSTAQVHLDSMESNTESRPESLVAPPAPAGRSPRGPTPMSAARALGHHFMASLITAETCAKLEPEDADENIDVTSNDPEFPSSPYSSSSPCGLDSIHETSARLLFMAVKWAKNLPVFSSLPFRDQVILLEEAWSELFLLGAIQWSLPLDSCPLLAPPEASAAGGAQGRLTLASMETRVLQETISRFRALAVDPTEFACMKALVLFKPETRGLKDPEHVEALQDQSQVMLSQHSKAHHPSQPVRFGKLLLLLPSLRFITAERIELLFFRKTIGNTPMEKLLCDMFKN
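Material: NR2E3–RetCOR corepressor complex | Quantity: 1.35 nM GST-tagged NR2E3 final | Schedule: 5 h at 4 °C | Replication: Singlicate compound wells | Reagent: RetCOR corepressor, biotinylated, 7 nM | Controls: Biotin wells as high control, 0.6% DMSO wells as low control | Signal: TR-FRET, Eu(K)-anti-GST donor, streptavidin-D2 acceptor, ex 340, em 617/671 nm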
KKLEB tox = CF airway cell cytotoxicity counter-screen | KKLEB CF airway cells viability, ATPlite luminescence, overnight; active compounds read low; cells stimulated with P. aeruginosa culture filtrate | activity change (cytotoxicity), % at 5 µM | 0.36% of 360,000 active | AID 602141;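 active = corrected activity change at or below -50% at 5 µM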
NR2E3 ag-2 = agonists of human NR2E3 nuclear receptor; CHO-S Gal4-NCOR/VP16-NR2E3 two-hybrid, luciferase; 0.35% of 360,000 active; AID 602229; inhibition of corepressor binding, % at 3.98 µM;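 active = inhibition above the mean of all tested compounds plus 3 SD, cut at about 70% in these data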;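 also: 0% = DMSO with NR2E3 transfected cells and 100% = cells lacking NR2E3 construct; higher means lower luciferase signal from less NR2E3 corepressor binding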
TWEAK-Fn14 inh = TWEAK-Fn14 signaling inhibition; TWEAK-stimulated Fn14 reporter cells, luciferase luminescence, 8 h; 2% of 360,000 active; AID 1159606; inhibition, % at 10 µM; in the data active = inhibition above about 50%
hiPSC survival = enhancers of human iPSC single-cell survival | survival enhancement, % at 20 µM | 0.044% of 360,000 active | hiPSC single-cell survival, ATPlite luminescence; 100% = ROCK inhibitor wells, 0% = DMSO | AID 602274; in the data active = survival enhancement above about 18%;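 also: cells exposed to compounds for 16 hours before the ATP read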
Peg3 prom inh = inhibitors of Peg3 promoter. HeLa PEG-Prom luciferase reporter, luminescence, overnight. inhibition, % at 20 µM. 1.7% of 360,000 active. AID 588405;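 active = inhibition of at least 50% at 20 µM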
* = called active by the depositor; nt = no result given.

entry | SMILES | CF NFkB block | aDG glyco act | MITF TRPM1 inh | Shn3 3UTR inh | HIF-2a block | NR2E3 ag-1 | KKLEB tox | NR2E3 ag-2 | TWEAK-Fn14 inh | hiPSC survival | Peg3 prom inh
1 | COC(=O)c1ccc(-c2nc3cc(N)ccc3o2)cc1 | -22 | 0.0 | 26 | 36 | 5 | 0 | -11 | -53 | 38 | -1.6 | -121
2 | COc1ccc(NC(=O)CN(C)CC(=O)N2CCCCCC2)cc1 | 23 | -0.1 | -4 | 18 | 6 | nt | -7 | 7 | 4 | -0.5 | 4
3 | COc1cccc(-c2cnc(C(O)c3ccc(F)c(F)c3)[nH]2)c1 (centres undefined) | 17 | -0.1 | nt | -17 | -105 | nt | 4 | -86 | 3 | 1.0 | -45
4 | CCn1cc[n+](C)c1P(c1ccccc1)c1ccccc1 | 4 | -0.2 | 35 | 55 | 14 | 0 | 9 | -1 | -4 | 1.0 | 9
5 | Nc1c(C(=O)CSc2nnc(Cc3ccccc3)o2)c(=O)[nH]c(=O)n1C1CC1 | -4 | 0.1 | -6 | -8 | 5 | 1 | 6 | -6 | -7 | 2.2 | -6
6 | CN(CC(=O)Nc1cccc(F)c1)C(=O)c1ccc(OCc2cn3ccccc3n2)cc1 | 7 | 0.3 | -30 | -65 | -130 | nt | -5 | -27 | 4 | -3.9 | -80
7 | Cc1ccc(Nc2nnc(SCc3cc(=O)n4cc(C)ccc4n3)s2)cc1 | -19 | 0.0 | -9 | 4 | 6 | 0 | 11 | -19 | -14 | -0.7 | 5
8 | Cc1ccc(S(C)(=O)=O)cc1C(=O)Nc1ccc(S(=O)(=O)Nc2nccs2)cc1 | 5 | 0.2 | -2 | -5 | 11 | -4 | 0 | -21 | 6 | -1.4 | 3
9 | CCOc1ccc(-n2c(N)c(-c3nc4ccccc4n3C)c3nc4ccccc4nc32)cc1 | 31 | 0.8 | 19 | -10 | 14 | 0 | -35 | -12 | -8 | -0.8 | 41
10 | CCOC(=O)/C(C#N)=C(\O)c1ccc(NC(=O)c2ccc([N+](=O)[O-])cc2)cc1 | 4 | -0.1 | nt | 10 | 12 | 1 | 2 | 10 | -19 | -0.4 | 9
11 | Cc1cccc(NS(=O)(=O)c2cccc(C(=O)NCCCN3CCCC3=O)c2)c1 | -51 | 0.0 | -3 | 14 | 4 | 0 | 8 | -5 | 2 | -0.3 | 8
12 | CC(C)C(=O)Nc1nnc(SCC(=O)NC2CC2)s1 | 13 | -0.1 | 8 | 15 | 8 | 0 | 0 | 0 | 9 | -0.9 | 6
13 | CCOC(=O)c1c(C)[nH]c(C)c1C(=O)COC(=O)Cc1ccc(OC)c(OC)c1 | -10 | 0.0 | 8 | 0 | 10 | nt | 9 | 6 | 10 | -0.5 | -1
14 | O=C(C[C@@H]1C[C@@H]2c3cc(NC(=O)C4CCC4)ccc3O[C@@H]2[C@@H](CO)O1)NCc1ccc(Cl)cc1 | -4 | 0.0 | nt | 1 | 4 | nt | -3 | 7 | -10 | 1.9 | -2
15 | O=C(CCc1ccccc1)Nc1cccnc1 | 2 | -0.1 | -48 | -52 | -105 | -1 | 6 | 10 | -16 | 0.6 | -75
16 | COc1ccc(-c2cc(C(=O)N(C)Cc3ccccc3)c3ccccc3n2)cc1 | -12 | 0.2 | -22 | 29 | -51 | 5 | -13 | -40 | 5 | -0.4 | 8
17 | CCc1noc(C)c1C(=O)NNC(=O)COc1cc(C)ccc1C | 4 | -0.4 | 2 | -12 | 5 | 5 | 8 | -20 | 2 | -0.2 | 7
18 | Cc1ccc(C(=O)c2c(NC(=O)c3ccccc3C)sc(C)c2C)cc1 | 14 | -0.3 | -4 | -5 | 13 | 0 | -8 | -10 | 20 | 0.4 | 6
19 | CC1=C(C(=O)Nc2ccccn2)C(c2ccc(N(C)C)cc2)n2ncnc2N1 (centres undefined) | 11 | -0.1 | -7 | -1 | -20 | 0 | -5 | -34 | 13 | -0.2 | -27
20 | CC(=O)N1CCC(N(CCN2CCOCC2)C(=S)Nc2ccc(C)c(C)c2)CC1 | -2 | -0.1 | 0 | -6 | -11 | -4 | 14 | 5 | -1 | 0.0 | -2
21 | CC1=C(C)CC(C(=O)c2ccc(C)cc2)C(C(=O)O)C1 (centres undefined) | 10 | -0.3 | -3 | 23 | 11 | 2 | 5 | 11 | -17 | 5.0 | 26
22 | CN(C)CCNC(=O)CNC(=S)N(CCCN1CCOCC1)Cc1cccs1 | -2 | 0.0 | -1 | 14 | 14 | 2 | -3 | -4 | -6 | 1.9 | -129
23 | CCCCN(C)S(=O)(=O)c1cc(Br)cc2c1N(C(=O)C1CC1)CC2 | 2 | 0.0 | 14 | 26 | 10 | 5 | -3 | 14 | 3 | -1.4 | 16
24 | Cc1cc(C)cc(Oc2ccc(-c3nnc(-c4ccccc4)o3)cc2[N+](=O)[O-])c1 | -9 | 0.0 | -4 | 4 | 0 | 0 | -2 | -29 | 101* | 1.4 | 12
25 | CCOc1ccc(NC(=O)c2ccc(NC(=O)c3ccccc3Br)cc2)cc1 | 11 | 1.1 | -19 | 18 | 2 | nt | -3 | 8 | 4 | 0.3 | -6
26 | Fc1cccc(-n2ncc(-c3nnnn3-c3ccccc3)c2C(F)(F)F)c1 | -4 | 0.3 | 15 | 22 | 22 | 2 | 2 | 11 | 12 | -0.8 | 14
27 | CC(/C=C/c1ccccc1)=N\NC(=O)c1ccncc1 | 2 | 0.0 | 3 | -9 | 14 | 3 | 5 | -5 | 0 | 4.9 | -1
28 | Cc1cc(C)nc(SCC(=O)N/N=C\c2sccc2C)n1 | 11 | 0.0 | -22 | 3 | -19 | 0 | 0 | -7 | -6 | 5.9 | -4
29 | c1ccc(-c2csc3ncnc(NCCCN4CCOCC4)c23)cc1 | -12 | 0.1 | 7 | 60 | 7 | 0 | -1 | 8 | 20 | -0.7 | 15
30 | Cc1ccnc(NS(=O)(=O)c2ccc(NC(=O)C3C4C=CC(C4)C3C(=O)O)cc2)n1 (centres undefined) | 0 | -0.5 | 7 | 0 | 15 | -1 | 7 | 7 | 10 | 0.2 | 19

Some of the entries above, reformatted.
Results follow in this order: CF NFkB block	aDG glyco act	MITF TRPM1 inh	Shn3 3UTR inh	HIF-2a block	NR2E3 ag-1	KKLEB tox	NR2E3 ag-2	TWEAK-Fn14 inh	hiPSC survival	Peg3 prom inh
10) CCOC(=O)/C(C#N)=C(\O)c1ccc(NC(=O)c2ccc([N+](=O)[O-])cc2)cc1
 : 4	-0.1	nt	10	12	1	2	10	-19	-0.4	9
11) Cc1cccc(NS(=O)(=O)c2cccc(C(=O)NCCCN3CCCC3=O)c2)c1
 : -51	0.0	-3	14	4	0	8	-5	2	-0.3	8
12) CC(C)C(=O)Nc1nnc(SCC(=O)NC2CC2)s1
 : 13	-0.1	8	15	8	0	0	0	9	-0.9	6
13) CCOC(=O)c1c(C)[nH]c(C)c1C(=O)COC(=O)Cc1ccc(OC)c(OC)c1
 : -10	0.0	8	0	10	nt	9	6	10	-0.5	-1
14) O=C(C[C@@H]1C[C@@H]2c3cc(NC(=O)C4CCC4)ccc3O[C@@H]2[C@@H](CO)O1)NCc1ccc(Cl)cc1
 : -4	0.0	nt	1	4	nt	-3	7	-10	1.9	-2
15) O=C(CCc1ccccc1)Nc1cccnc1
 : 2	-0.1	-48	-52	-105	-1	6	10	-16	0.6	-75
16) COc1ccc(-c2cc(C(=O)N(C)Cc3ccccc3)c3ccccc3n2)cc1
 : -12	0.2	-22	29	-51	5	-13	-40	5	-0.4	8
17) CCc1noc(C)c1C(=O)NNC(=O)COc1cc(C)ccc1C
 : 4	-0.4	2	-12	5	5	8	-20	2	-0.2	7

Continued:
entry | SMILES | CF NFkB block | aDG glyco act | MITF TRPM1 inh | Shn3 3UTR inh | HIF-2a block | NR2E3 ag-1 | KKLEB tox | NR2E3 ag-2 | TWEAK-Fn14 inh | hiPSC survival | Peg3 prom inh
31 | CCC(C)C1=CC(=Nc2c(C)n(C)n(-c3ccccc3)c2=O)C=C(C(C)CC)C1=O (centres undefined) | 4 | 0.1 | 6 | 9 | 17 | 5 | 7 | -9 | 21 | 0.6 | 27
32 | Cc1ccccc1S(=O)(=O)NC(=O)C1(C)CCN1C(=O)Cc1cccs1 (centres undefined) | -26 | -0.3 | nt | 10 | 7 | nt | 12 | -22 | 0 | -1.3 | 7
33 | COc1ccc(C(C(=O)NCC2CCCO2)N(C(=O)CNC(=O)c2cccs2)c2ccc(C(C)=O)cc2)cc1OC (centres undefined) | 17 | -0.2 | 15 | 1 | 10 | 0 | -7 | -9 | -4 | -0.1 | 7
34 | CN(C)CCSc1nc(-c2ccccc2)nc2c1COC(C)(C)C2 | 0 | 0.1 | -1 | -4 | 4 | -1 | 13 | -1 | -11 | -3.6 | 12
35 | O=c1c(OCc2ccccc2)cccn1Cc1ccccc1 | -2 | 0.0 | nt | -38 | -163 | nt | -5 | -104 | -4 | -2.6 | -197
36 | O=C1CNC(=O)N1CC(=O)N1CCCc2ccccc21 | 10 | -0.4 | 3 | -21 | 15 | -2 | -8 | 4 | -12 | 5.6 | 6
37 | CC(=O)c1cccc(CN2CCN(CCc3ccccc3)C(CCO)C2)c1 (centres undefined) | -9 | -0.1 | -7 | -2 | -11 | 3 | 3 | -21 | -7 | 0.1 | -37
38 | COCCCNC(=S)NC1CCCCC1 | 11 | -0.2 | 10 | -18 | 6 | 0 | 2 | 24 | 3 | -0.9 | -4
39 | O=C(CNC(=O)c1ccc(S(=O)(=O)N2CCCC2)cc1)N/N=C/c1ccc(Cl)cc1Cl | 10 | 0.2 | 11 | -12 | 29 | -4 | -6 | -3 | -11 | 1.9 | 35
40 | O=C(CN1CCN(S(=O)(=O)N2CCOCC2)CC1)Nc1cc(Cl)ccc1Cl | -10 | 0.1 | 12 | 1 | 6 | 3 | 6 | -18 | 8 | 0.3 | 10
41 | Cc1cc(N2CCN(C)CC2)ccc1NC(=O)c1ccc(-c2ccc(Cl)cc2)o1 | 12 | 0.8 | -2 | 31 | 41* | -6 | -12 | 9 | 94* | -0.5 | 90*
42 | COc1cccc(C(=O)Nc2ccc3[nH]ncc3c2)c1 | 12 | -0.1 | -39 | -50 | -197 | 1 | -2 | -29 | 1 | -0.8 | -191
43 | COCCCN1CN(S(=O)(=O)c2ccc(C)cc2C)c2nc3ccccc3nc21 | 8 | -0.1 | 5 | 0 | -24 | 3 | -14 | -11 | 5 | -0.5 | 10
44 | NC(=S)Nc1cccc2cn[nH]c12 | 13 | 0.3 | 5 | 33 | 18 | 1 | -8 | -10 | -5 | -0.8 | 5
45 | Cc1onc(C(=O)N2CCC(C(N)=O)CC2)c1-c1ccccc1Cl | -7 | -0.3 | -5 | 4 | 11 | 2 | 1 | -20 | 87* | -1.6 | 5
